Assay outcomes: PubChem, National Center for Advancing Translational Sciences (NCATS)
Nrf2 inh = Nrf2 qHTS screen for inhibitors; A549 ARE-Fluc reporter, luciferase luminescence, 18-24 h; Potency, µM (doses to about 46 µM), for the others: at the highest dose activity change, negative = inhibition, most hits filed as inhibitors; 2.1% of 360,000 active; note: potency is the fitted concentration of half-maximal effect; % is set by controls: 0 for no effect and ±100 for the full control effect; nearly all actives have a fitted effect of over 60% in size
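Two sequential reads on A549 ARE_Fluc cells exposed to compound for 18-24 h: a CellTiter-Fluor fluorescence read for viability, then a luciferase luminescence read for Nrf2/ARE activity.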
Nrf2 ARE act = qHTS of Nrf2 Activators | AREc32 ARE-luciferase reporter (MCF7-derived line), luminescence, 24 h | Potency, µM (series often up to 46.1 µM), without a hit: top-dose activation, usual class: activators | 0.31% of 410,000 active | AID 624171, 2012; note: potency is the fitted concentration of half-maximal effect; % of control where 0% means no effect; nearly all actives have a fitted effect of over 65% in size
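Luciferase luminescence (Steady-Glo, 30 min at room temperature) served as the read-out of ARE activation in AREc32 cells treated with compounds for 24 hr at 37 deg C.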
TGFb inhibitor = qHTS for Inhibitors of TGF-b; HepG2 CAGA-GFP TGF-b/SMAD3 reporter, GFP fluorescence, 18 h; TGF-beta stimulated, 500 pg/mL final; Potency, µM (titrated, usually from 46.1 µM), inactives show at the top dose activity, negative = inhibition, hits mostly inhibitors; 1.2% of 410,000 active; AID 588855, 2011; note: potency is the fitted concentration of half-maximal effect; % is set by controls: 0 for no effect and ±100 for the full control effect; nearly all actives have a fitted effect of over 65% in size
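Cell-based qHTS in HEPG2 carrying a CAGA-GFP Smad reporter; compounds added before 500 pg/mL final TGF-beta, 18 h incubation at 37 degrees C, GFP fluorescence quantified per cell by imaging cytometry.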
CCT chaperon mod = High-Throughput Screening for Modulators of Cytosolic Chaperonin Activity. purified chaperonin ATPase assay, HTRF ADP detection, 30 min. activity change, % (no concentration beside the values), hits read low. 0.3% of 360,000 active; in the data active = activity change below about -30%; note: % is set by controls: 0 for no effect and ±100 for the full control effect
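TRiC at 40 or 20 nM final (batch-dependent) in 30 mM Tris pH 7.4, 100 mM KCl, 5 mM MgCl2, 1 mM DTT, with compound at single 76 uM and 10 uM ATP, 30 min at 37 deg C. ADP detected by HTRF Transcreener, 665/615 ratio.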
MmCpn inh = Inhibitors of TCP-1 ring complex (TRiC) of Methanococcus maripaludis (MmCpn): qHTS; Potency, µM (doses to about 76.9 µM), for the others: at the top dose activity, negative = inhibition, usual class: inhibitors; purified Mm-Cpn ATPase, ADP Transcreener TR-FRET; Chaperonin Mm-Cpn (Methanococcus maripaludis); 0.031% of 330,000 active; note: potency is the fitted concentration of half-maximal effect; % is set by controls: 0 for no effect and ±100 for the full control effect; nearly all actives have a fitted effect of over 80% in size
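Compound-treated chaperonin, 25 nM final, turns over 10 uM ATP at 37°C for 30 min following a 10 min preincubation; ADP generated competes with ADP-d2 for Eu-cryptate antibody, lowering FRET.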
A549 tox = Nrf2 qHTS screen for inhibitors: counterscreen for cytotoxicity | A549 ARE-Fluc cells, CellTiter-Fluor viability, 18-24 h | Potency, µM (titrated, usually from 46 µM), for inactives: at the highest dose activity change, negative = cytotoxicity, usual class: inhibitors | 0.16% of 390,000 active | AID 504648, 2011; note: potency is the fitted concentration of half-maximal effect; % is set by controls: 0 for no effect and ±100 for the full control effect
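A549 ARE-Fluc cells in 5% FBS OPTI-MEM, 5000 cells/well, rested 2 h then exposed to compounds in concentration-response for 18-24 h at 37 °C. Viability by CellTiter-Fluor fluorescence (Ex 405/Em 525) after 30 min; luciferase luminescence (BugLite, 15 min, RT) read afterwards.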
Akt phos inh = HTS Assay for Inhibitors of Akt Phophorylation: Primary Screen | AID 651550, 2012 | 0.32% of 360,000 active | Neuro2A IGF-stimulated pAkt S473 HTRF, 20 min; hits give low values | activity change, % for hits at 50 µM; in the data active = activity change below about -80%; inconclusive = mostly about -51% to -80%; note: % is set by controls: 0 for no effect and ±100 for the full control effect
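Neuro2A cells (4,500/well, DMEM with 0.5% FBS) were treated with compound at a single 50 µM final concentration, stimulated with 6 nM IGF for 20 min at 37 °C, and lysed. Phospho-Akt Ser473 was read by HTRF as 665/615 ratio ×10^4.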
EPAC2 agonist = qHTS for Agonist of cAMP-regulated guanine nucleotide exchange factor 4 (EPAC2): primary screen | Rap guanine nucleotide exchange factor 4 (Homo sapiens), Q8WZA2 | EPAC2 activation, biochemical qHTS; response scale: 100% = 6.5 mM cAMP response | Potency, µM (top dose mostly 154 µM), without a hit: at the top dose activation, actives largely listed as activators | 0.079% of 360,000 active | AID 720711, 2013; note: potency is the fitted concentration of half-maximal effect; nearly all actives have a fitted effect of over 50% in size
Target sequence (Q8WZA2 whole entry, looked up): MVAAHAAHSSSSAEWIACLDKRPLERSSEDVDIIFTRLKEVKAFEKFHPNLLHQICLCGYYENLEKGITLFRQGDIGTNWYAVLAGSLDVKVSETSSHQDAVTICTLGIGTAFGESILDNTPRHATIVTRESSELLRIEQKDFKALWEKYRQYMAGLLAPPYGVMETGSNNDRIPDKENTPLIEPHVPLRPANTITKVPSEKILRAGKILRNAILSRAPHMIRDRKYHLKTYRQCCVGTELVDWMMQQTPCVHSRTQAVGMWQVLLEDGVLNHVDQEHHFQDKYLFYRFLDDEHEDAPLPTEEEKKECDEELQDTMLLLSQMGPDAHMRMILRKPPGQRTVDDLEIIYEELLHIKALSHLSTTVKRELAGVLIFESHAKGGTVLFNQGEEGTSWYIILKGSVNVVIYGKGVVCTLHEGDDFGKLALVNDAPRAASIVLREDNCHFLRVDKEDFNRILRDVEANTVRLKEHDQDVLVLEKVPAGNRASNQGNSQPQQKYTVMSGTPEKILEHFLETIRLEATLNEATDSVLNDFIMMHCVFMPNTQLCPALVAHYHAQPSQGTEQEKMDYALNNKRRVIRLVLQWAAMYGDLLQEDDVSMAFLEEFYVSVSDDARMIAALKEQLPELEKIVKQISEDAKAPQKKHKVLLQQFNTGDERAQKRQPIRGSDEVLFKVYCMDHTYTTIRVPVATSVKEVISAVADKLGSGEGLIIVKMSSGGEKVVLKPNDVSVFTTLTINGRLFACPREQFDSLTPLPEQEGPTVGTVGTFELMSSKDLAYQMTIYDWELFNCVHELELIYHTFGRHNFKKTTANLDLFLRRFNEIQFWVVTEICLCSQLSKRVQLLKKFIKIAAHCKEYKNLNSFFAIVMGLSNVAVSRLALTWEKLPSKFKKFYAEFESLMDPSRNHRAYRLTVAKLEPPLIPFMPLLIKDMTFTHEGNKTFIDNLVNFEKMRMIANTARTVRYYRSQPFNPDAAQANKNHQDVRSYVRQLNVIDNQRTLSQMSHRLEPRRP
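Readout is BODIPY fluorescence (480 nm excitation, 540 nm emission), which falls as labeled GDP is exchanged off Rap1B. EPAC2 at 100 nM acted on 250 nM RAP1B-BODIPY-GDP with 50 uM GDP present.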
EPAC2 antagonist = qHTS for Antagonist of cAMP-regulated guanine nucleotide exchange factor 2 (EPAC2): primary screen; Rap guanine nucleotide exchange factor 4 (Homo sapiens), Q8WZA2; EPAC2 GEF exchange of Rap1B-BODIPY-GDP, fluorescence; 0.18% of 360,000 active; Potency, µM (highest dose often 114 µM), without a hit: at the top dose activity, negative = inhibition, actives largely listed as inhibitors; note: potency is the fitted concentration of half-maximal effect; % is set by controls: 0 for no effect and ±100 for the full control effect; nearly all actives have a fitted effect of over 45% in size; many of its hits are not listed in these tables
* hit, by the source's call; i = inactive; ? = inconclusive; nt = no result given; [ ] = dose if it differs, or a comment. Unless noted, calls come from the whole dose curve; as a rule, active = well fitted curve in the direction sought with a large enough effect; inconclusive = small, poorly fitted or top-dose-only effect, or another doubt; inactive = no such curve, though single readings can be large; an effect the other way counts as inactive or inconclusive. This is a subset, so the mix of outcomes need not match the whole.

SMILES	MmCpn inh	A549 tox	CCT chaperon mod	EPAC2 agonist	Akt phos inh	Nrf2 ARE act	EPAC2 antagonist	TGFb inhibitor	Nrf2 inh
CCOC(=O)C1CCN(C(=O)Cn2nc(CC)n3c(cc4occc43)c2=O)CC1	nt	2.9%	nt	nt	nt	-1.0%	nt	?	29.6%
O=C(NCCC1=CCCCC1)c1cc2c(s1)CS(=O)(=O)C2	0.8%	-3.3%	-0.7	9.0%	i	2.2%	6.0%	-10.9%	?
c1ccc(OCc2nn3c(-c4ccco4)nnc3s2)cc1	-4.8%	-2.6%	-0.3	1.3%	i	-0.4%	8.1%	?	?
O=C(Nc1cc(C(F)(F)F)ccc1N1CCOCC1)c1n[nH]c(=O)c2ccccc12	2.3%	-15.2%	-3.0	-18.1%	i	4.3%	-2.0%	3.7%	-15.2%
CC(NC(=O)COc1ccc([N+](=O)[O-])cc1)c1ccccc1 (stereo not drawn)	-0.5%	0.6%	0.1	6.6%	i	-0.6%	2.3%	-9.5%	-19.1%
Cc1cc(NC(=O)c2n[nH]c(=O)c3ccccc23)ccc1Br	0.8%	-1.9%	0.7	-1.7%	i	2.5%	4.5%	1.2%	13.0%
COc1cc(COCC(O)CN2C(C)CCCC2C)cc(OC)c1OC (stereo not drawn)	2.4%	-7.8%	0.4	2.9%	i	-0.6%	-3.6%	0.7%	-14.3%
CCCCNCCOCCSc1ccc(Cl)cc1	?	-0.8%	1.0	-0.3%	i	-0.6%	-6.4%	?	25.9%
CC(=O)c1ccc(C(=O)N2CCc3c([nH]c4ccccc34)C2c2ccccn2)s1 (stereo not drawn)	-0.5%	-0.8%	1.2	10.6%	i	7.1%	2.0%	-20.3%	-0.9%
COCCNc1ncnc2c1ncn2[C@H]1CN(Cc2ccc3c(c2)OCO3)C[C@@H](CO)O1	nt	nt	0.2	6.1%	i	0.1%	8.4%	14.2%	nt
Cc1ccc2c(c1)N(CC(=O)NCc1cccnc1)C(=O)CO2	0.9%	5.2%	-2.9	-6.5%	i	-0.4%	-10.2%	0.6%	9.5%
C[C@H](NC(=O)CCCOc1ccc(Cl)cc1Cl)c1nnc2ccccn12	2.3%	-4.2%	-1.4	6.4%	i	-0.2%	-2.0%	0.2%	6.8%
CCCCCn1c(=O)[nH]c2cc(C(=O)NC(C)CC)ccc2c1=O (stereo not drawn)	nt	-1.0%	nt	nt	nt	0.0%	nt	2.2%	8.5%[9.27 µM]
CC(C)c1nnc(NC(=O)CCC(=O)NC2CCCc3ccccc32)s1 (stereo not drawn)	0.5%	6.5%	0.0	6.1%	i	4.2%	13.1%	0.0%	3.9%
CCn1c(SCC(=O)NC2=NCCS2)nnc1C(C)NC(=O)c1ccccc1Br (stereo not drawn)	-1.1%	1.7%	-3.6	15.3%	i	-0.9%	5.5%	23.5%	7.8%
O=C(O)c1ccccc1C(=O)NCc1c(Cl)cccc1Sc1ccc(Cl)cc1	0.2%	-2.4%	-0.5	4.6%	i	-0.5%	-7.0%	0.0%	?
O=[N+]([O-])c1c(N2CCN(CCO)CC2)nc2ccccn12	-1.8%	-15.8%	-0.9	5.5%	i	0.7%	15.8%	3.9%	-9.2%
CC(C)(C)C(Cn1ccnc1)NC(=O)c1ccc2nc(C3CC3)oc2c1 (stereo not drawn)	0.8%	0.3%	0.9	-3.1%	i	3.0%	17.3%	1.3%	3.1%
Cc1cc(NC(=O)CSc2nccn2-c2cccc(F)c2)no1	-0.9%	-0.1%	-0.4	-6.9%	i	-0.2%	-3.0%	-26.7%	-15.4%
COc1ccc(C(O)c2nccn2Cc2ccccc2)cc1OC (stereo not drawn)	-3.0%	-8.3%	-0.2	2.4%	i	0.3%	1.9%	-26.0%	?
CCCCNC(=O)Cn1c(-c2ccc(OC)cc2)noc1=O	2.5%	6.3%	-1.0	3.2%	i	-0.4%	-5.6%	-2.2%	4.9%
O=C(NCCO)c1cccc(-c2cccc3nncn23)c1	nt	nt	1.2	7.2%	nt	0.0%	-0.6%	6.2%	nt
CCC(=O)Nc1c2c(nn1-c1cccc(Cl)c1)CS(=O)(=O)C2	0.2%	-3.5%	-1.7	9.3%	i	-0.2%	6.2%	2.7%	4.9%
CCOC(=O)C(=O)c1c(C)cc2ccccn12	2.3%	-2.1%	0.3	11.8%	i	1.8%	-8.3%	-3.3%	14.2%
CC(=O)C1=C(NC(=O)c2ccc(C(F)(F)F)cc2)C[C@@H]2[C@H]1C2(C)C	2.0%	2.9%	-1.4	5.8%	i	0.2%	-1.7%	-23.9%	-20.4%
COc1ccccc1NC(=O)c1cccc(S(=O)(=O)N2CCCCCC2)c1	nt	-7.5%	nt	nt	nt	1.0%	nt	-29.4%	?
C=CCNC(=S)NNC(=O)COc1ccc(Cl)cc1Cl	-1.5%	-2.5%	-1.0	3.0%	i	0.3%	-11.9%	2.5%	-9.3%
Cc1ccc(C)c(C(=O)C(C)OC(=O)CN2C(=O)NC3(CC(C)CC(C)(C)C3)C2=O)c1 (stereo not drawn)	0.2%	-19.7%	0.0	-20.1%	i	0.2%	-4.5%	2.2%	?
COc1ccccc1N1CCN(Cc2nc3ccccc3[nH]2)CC1	-0.3%	0.7%	-0.8	4.0%	i	-0.2%	4.2%	-1.3%	-11.4%
CCOc1ccc(NC(=S)N(CCN2CCOCC2)Cc2ccc3c(c2)CCCN3CC)cc1	-5.1%	-5.4%	-2.1	2.3%	i	-0.2%	5.6%	?	2.0%
CC(C)[C@H](NC(=O)C1CC(=O)N(c2ccc(F)cc2)C1)C(=O)N1CCCCC1 (stereo partly drawn)	2.4%	-1.6%	2.5	7.6%	i	-1.0%	3.1%	-7.4%	0.0%
CCCCn1c(SCC(=O)c2ccc3c(c2)OCCO3)nnc1-c1ccoc1C	-2.1%	-2.2%	2.2	17.0%	i	2.0%	-18.6%	12.9%	?
COC(=O)c1ccc(/C=N/n2c(C)nc3ccccc3c2=O)cc1	-2.6%	-2.7%	-2.0	-1.0%	i	-0.7%	12.5%	?	?
CC(C)(C)OC(=O)C[C@@H]1C/C=C\C[C@H](CC(=O)N[C@@H](CO)Cc2ccccc2)C(=O)N[C@H](C(C)(C)C)COC1=O	0.5%	-0.8%	-0.6	-2.5%	i	0.3%	1.1%	-15.0%	-2.5%
COc1ccc(N(CC(=O)N/N=C/c2ccccc2OC)S(=O)(=O)c2ccccc2)cc1	1.1%	0.0%	0.4	7.4%	i	-0.3%	-12.6%	-0.8%	-2.5%
C=CCNC(=S)NNC(=O)c1ccc(Br)o1	-3.9%	2.5%	0.8	4.7%	i	-0.4%	0.4%	-0.8%	-3.9%
CN1CCc2c(sc(NC(=O)C3CCCCC3)c2C(N)=O)C1	1.0%	5.0%	-0.5	-0.3%	i	2.6%	3.4%	1.7%	?
Cc1ccc(-n2c(SCC(=O)N3CCOCC3)nnc2-c2cccnc2)cc1C	0.7%	-8.2%	-1.4	1.7%	i	0.1%	5.7%	-1.0%	8.2%
Cc1ccccc1Nc1nc(N)nc(CSc2ccc(F)cc2)n1	4.0%	4.4%	3.3	8.0%	i	4.9%	-19.5%	-3.5%	?
CC(C)CC1C(=O)N(Cc2cn(Cc3ccco3)nn2)CCS(=O)(=O)N1Cc1ccc(-c2ccc(Cl)c(Cl)c2)cc1 (stereo not drawn)	nt	nt	-1.4	9.9%	i	-2.9%	-18.6%	?	nt
Cc1ccccc1CN1CCN(C(=O)c2ccco2)CC1	-1.3%	11.7%	1.9	-0.2%	i	2.4%	6.4%	0.1%	29.9%
CC1=C(C#N)C(C)(C)C(C#N)=C(C)N1	nt	nt	-2.7	1.6%	i	0.3%	-3.6%	-0.6%	nt
Cc1ccccc1Cn1cnc2c([N+](=O)[O-])c(C)c(C)cc21	3.5%	-3.6%	2.4	-14.9%	i	-0.1%	-6.1%	0.0%	-17.8%
CCOC(=O)c1c(C)oc2ncnc(N3CCN(c4ccccc4OC)CC3)c12	nt	13.0%	nt	nt	nt	4.7%	nt	1.1%	?

Compound profiles, from the list above:
Results for Cc1ccccc1Cn1cnc2c([N+](=O)[O-])c(C)c(C)cc21 = MmCpn inh = 3.5%; A549 tox = -3.6%; CCT chaperon mod = 2.4; EPAC2 agonist = -14.9%; Akt phos inh = i; Nrf2 ARE act = -0.1%; EPAC2 antagonist = -6.1%; TGFb inhibitor = 0.0%; Nrf2 inh = -17.8%
Results for CC1=C(C#N)C(C)(C)C(C#N)=C(C)N1 = MmCpn inh = nt; A549 tox = nt; CCT chaperon mod = -2.7; EPAC2 agonist = 1.6%; Akt phos inh = i; Nrf2 ARE act = 0.3%; EPAC2 antagonist = -3.6%; TGFb inhibitor = -0.6%; Nrf2 inh = nt
